# High-throughput results from PubChem BioAssay.
# MPTP block = blocks calcium-induced mitochondrial swelling. isolated mouse mitochondria, Ca2+ swelling absorbance, 30 min. inhibition, % at 10 µM. actives 1.4% (n = 360,000);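 active = inhibition of 50% or more, scaled per plate between neutral and stimulator controls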;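 note: 0% = DMSO wells given calcium and 100% = 1 mM EGTA wells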
# NALP3 yeast inh = NALP3 inhibition in yeast; Yeast reconstituted NLRP3/ASC/caspase-1, beta-gal luminescence, 24 h; actives 0.39% (n = 330,000); inhibition, % at 10 µM;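 active = inhibition of 50% or more; inactive = inhibition below 50%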;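 note: plate controls were induced DMSO wells for no effect and uninduced yeast grown without galactose for full effect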
# APJ antag = antagonists of human APJ apelin receptor; CHO-K1 APJ beta-arrestin complementation, luminescence; actives 0.32% (n = 330,000); inhibition, % at 20 µM; P35414; AID 2521;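 active = inhibition above about 40% at 20 µM, limit read from the data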;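 note: cells challenged with 10 nM apelin-13 agonist together with compound; plate controls were apelin-13 plus DMSO wells for no effect and DMSO wells lacking apelin-13 for full effect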
# Target sequence (P35414 whole entry, looked up): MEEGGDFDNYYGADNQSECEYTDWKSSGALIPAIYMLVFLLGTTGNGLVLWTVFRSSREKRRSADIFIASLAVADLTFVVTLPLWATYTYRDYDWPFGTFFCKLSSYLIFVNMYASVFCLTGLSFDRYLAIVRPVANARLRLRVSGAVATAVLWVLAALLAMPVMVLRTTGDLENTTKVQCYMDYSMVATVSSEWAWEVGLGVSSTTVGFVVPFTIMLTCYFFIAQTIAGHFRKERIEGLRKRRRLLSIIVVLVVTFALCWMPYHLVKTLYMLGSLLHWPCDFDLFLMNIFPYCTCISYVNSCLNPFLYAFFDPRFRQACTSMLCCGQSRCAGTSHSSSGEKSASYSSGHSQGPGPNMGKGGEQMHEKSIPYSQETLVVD
# beta cell repl = inducers of beta-cell replication in MIN6 cells | proliferation, % at 10 µM | actives 0.29% (n = 330,000) | MIN6 cells proliferation, ATPlite luminescence, 48 h; cells starved in 0.2% serum; 100% = growth in 10% serum;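 active = compounds whose signal lies at least 3.5 SD above the mean of all wells on their plate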;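 note: 0% = DMSO-treated cells in low-serum medium and 100% = 10% serum control; some compounds called inactive have numbers as strong as hits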
# APJ ag = activates the human apelin receptor APJ | P35414 | CHO-K1 APJ PathHunter beta-arrestin, luminescence; 0% DMSO wells, 100% apelin | activation, % at 20 µM | actives 0.11% (n = 330,000);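 active = activation more than six SD over the plate average, tested at 20 µM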;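 note: 0% = DMSO alone and 100% = apelin-13 at 10 nM; some results filed as inactive read as strong as hits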
#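 system = engineered CHO-K1 APJ arrestin reporter cells | input = 1000 cells per well | timing = overnight seeding, 90 min compound at 25 °C, 1 h detection | measured by = enzyme-fragment complementation luminescence | read-out = beta-arrestin recruitment to APJ as agonist activity, luminescent signal | control set = negative DMSO alone, positive Apelin-13 at 10 nM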
# GRIN3A LBD mod = NR3A (human) ligand-binding domain modulation; NR3A LBD differential scanning fluorimetry, Tm shift; 0% = protein alone, 100% = glycine-bound protein; AID 1259313; actives 2.5% (n = 340,000); Tm shift relative to glycine control, % at 25 µM;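 active = melting temperature shift of at least 10% of the positive control shift, at one fixed dose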
# tim23-1 inh = tim23-1 yeast growth inhibition; S. cerevisiae tim23-1 growth, BacTiter-Glo luminescence, 24 h; inhibition, % at 20 µM; actives 1.3% (n = 330,000); AID 463212;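 active = growth inhibition of the mutant yeast at or above 50%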;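 note: temperature-sensitive mutant grown at 25 °C; plate controls were DMSO-treated mutant yeast for no effect and medium wells lacking yeast for full effect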
# tim10-1 inh = tim10-1 yeast growth inhibition; actives 2.2% (n = 330,000); inhibition, % at 20 µM; S. cerevisiae tim10-1 ts strain growth, BacTiter-Glo, 24 h;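 active = inhibition of at least 40%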;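 note: mutant grown at 25 °C; 0% = DMSO wells with yeast and 100% = wells holding no yeast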
# TIM10 inh = growth inhibitors of TIM10 yeast strain; actives 1.4% (n = 330,000); S. cerevisiae TIM10 strain growth, BacTiter-Glo luminescence, 24 h; inhibition, % at 10 µM;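 active = inhibition of 40% or more at the single tested concentration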;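 note: wild-type TIM10 isogenic control strain grown at permissive 25 °C; 0% = DMSO yeast wells and 100% = minimal medium wells without yeast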
# Numbers without * were called inactive; . = not tested or not shown.
SMILES,MPTP block,NALP3 yeast inh,APJ antag,beta cell repl,APJ ag,GRIN3A LBD mod,tim23-1 inh,tim10-1 inh,TIM10 inh
Cc1noc(C)c1COC(=O)/C=C/c1ccccc1Cl,-1.0,7,-13,0,-3,0,0,12,18
O=C(c1ccc(Cn2cc(Br)cn2)cc1)N1N=C(C(F)F)CC1(O)C(F)F (stereo not given),3.2,-8,11,-3,-4,-6,-2,8,2
O=C(c1cc2nc(-c3ccccc3)cc(-c3ccccc3)n2n1)N1CCCC1,0.5,25,11,-2,-2,-3,40,37,21
O=C1OCC/C1=C\c1ccc(O)cc1,1.0,10,-5,-5,-4,7,15,-4,5
O=C(COC(=O)c1ccc(S(=O)(=O)N2CCCCC2)cc1)NCc1ccccc1,0.7,14,8,-2,-4,2,11,14,-6
Cc1ccccc1OCC(=O)N/N=C/c1ccc(Sc2nc3ccccc3s2)o1,6.4,31,-6,-5,4,1,34,33,38
CC1(C)C2CCC1(CS(=O)(=O)N1CCOCC1)C(=O)C2 (stereo not given),1.4,5,13,1,0,0,9,-4,-2
Cc1ccc(C)c(N2CCN(C(=O)Cn3cccc3)CC2)c1,-1.2,0,-1,-5,-2,-5,15,5,8
CS(=O)(=O)Nc1nc2n(n1)C(c1ccc(F)cc1)CC(c1ccccc1)N2 (stereo not given),1.6,4,4,-1,-1,0,1,3,-14
COc1ccc(CNC(=O)CN(Cc2ccc(OC)cc2)C(=O)c2csnn2)cc1,-0.2,8,20,-4,-2,-1,9,3,1
c1ccc(-c2ccc(C3CCCN3)cc2)cc1 (stereo not given),0.8,3,8,-2,-6,1,28,-3,11
N=C1S/C(=C\c2ccco2)C(=O)N1c1nccs1,-1.6,1,44*,-6,-8,-1,8,-12,21
Cc1ccc(S(=O)(=O)C2(C(=O)N3CCN(c4ccccc4F)CC3)CC2)cc1,-0.1,14,25,3,-1,-4,18,18,9
CC1CN(C(c2cccs2)c2sc3ncnn3c2O)CC(C)O1 (stereo not given),-0.5,6,-4,-4,2,5,9,10,-4
Cn1ccc(NC(=O)Nc2cccc(C(F)(F)F)c2)n1,-1.2,21,8,-3,-3,0,18,23,23
CCOc1ncccc1C(=O)N=C1SCCN1C(=O)c1cccnc1OCC,-0.1,-4,-10,-5,1,-2,13,16,7
CCOC(=O)c1ccc(N2CN(C3CCCCC3)CNC2=S)cc1,0.0,11,6,1,1,1,-5,21,-2
CCOc1ccc2nc(N3CCC(C(=O)NCCCN4CCOCC4)CC3)sc2c1,1.3,12,-10,-4,-3,0,8,1,-13
O=C(NCC(c1ccc(F)cc1)N1CCOCC1)c1ccc(C(=O)c2ccccc2)cc1 (stereo not given),0.9,7,16,-1,-3,0,13,3,-3
O=C(COc1ccccc1[N+](=O)[O-])Nc1cccc(Cl)c1N1CCOCC1,1.8,9,-7,-3,-8,3,47,32,16

# An excerpt from above in order of heavy-atom count, falling.
SMILES,MPTP block,NALP3 yeast inh,APJ antag,beta cell repl,APJ ag,GRIN3A LBD mod,tim23-1 inh,tim10-1 inh,TIM10 inh
CCOc1ccc2nc(N3CCC(C(=O)NCCCN4CCOCC4)CC3)sc2c1,1.3,12,-10,-4,-3,0,8,1,-13
CC1CN(C(c2cccs2)c2sc3ncnn3c2O)CC(C)O1 (stereo not given),-0.5,6,-4,-4,2,5,9,10,-4
Cc1ccc(C)c(N2CCN(C(=O)Cn3cccc3)CC2)c1,-1.2,0,-1,-5,-2,-5,15,5,8

# Remaining list, next part:
SMILES,MPTP block,NALP3 yeast inh,APJ antag,beta cell repl,APJ ag,GRIN3A LBD mod,tim23-1 inh,tim10-1 inh,TIM10 inh
CCc1ccc(CSc2nccn2-c2ccccc2)cc1,-0.8,32,7,-1,-3,-7,16,19,19
Cc1ccc2c(c1)[nH]c1c(=O)n(Cc3ccccn3)cnc12,-1.1,8,0,-1,3,-2,14,8,7
O=C(COc1cc2oc(=O)c3c(c2cc1Cl)CCCC3)NCC1CCC(C(=O)O)CC1 (stereo not given),0.8,11,27,-4,-2,-4,-9,-6,0
COc1ccc(/C=N/NC(=O)CN(C)C(=O)OCc2ccccc2)cc1OC,0.4,10,20,0,-4,-1,1,-5,-11
O=C(c1cc2ccccc2oc1=O)N(Cc1cccs1)C1CCS(=O)(=O)C1 (stereo not given),-1.6,16,5,0,-1,0,12,5,3
COc1cc(NS(=O)(=O)c2ccc(-c3ccc(=O)[nH]n3)o2)cc(OC)c1OC,0.2,-15,11,-3,4,0,3,11,5
COC(=O)C(C)Oc1ccc(Oc2nc(Cl)ccc2Cl)cc1 (stereo not given),1.7,10,1,1,-4,-1,17,25,28
Cc1nc2nc(-c3ccc(F)cc3)cn2nc1C,-0.9,21,6,-2,-2,2,23,21,14
CCC1CCCCN1CC(O)Cn1c2ccccc2n2c(=O)cc(C)c(C#N)c12 (stereo not given),1.4,-3,-6,0,-5,1,5,12,4
COc1ccc(Cn2nnnc2CN2CCC(O)(c3ccccc3F)CC2)cc1,2.3,0,2,4,-2,2,-10,28,-3
CNC(=O)c1cn(-c2ccccc2)c(=O)c2ccccc12,2.0,17,2,-2,0,-1,3,8,-13
COc1ccc(C(=O)Nc2nc(N)n(-c3ccccc3)n2)cc1OC,-0.1,-2,-4,0,-1,-1,1,2,7
Cc1ccc(S(=O)(=O)N2CCCCC2)cc1NC(=O)C1=NN(c2ccccc2)C(=O)CC1,1.4,21,-16,-3,-2,-4,7,-5,2
CCCOC1(NC(=O)c2ccccc2)C(C)=CC(=O)C=C1C,-2.2,5,-3,1,-7,0,0,9,-5
CCOc1cccc2sc(=NC(=O)CCS(=O)(=O)c3ccccc3)n(CC)c12,-1.1,17,-6,-4,-3,-5,15,19,4
CC(C)CN(C(=O)c1cccs1)C1CCS(=O)(=O)C1 (stereo not given),-2.5,23,10,2,7,-1,10,-8,0
Cc1ccc(OC(=O)C(C)c2cccc(C(=O)c3ccccc3)c2)cc1 (stereo not given),-0.2,3,-22,1,-6,3,-7,-2,-16
O=C(Cc1cc(=O)[nH]c(=O)[nH]1)NCCN1CCOCC1,-0.1,5,13,-1,-7,0,0,8,-5
CCCN1CCc2c(sc3nc(SC)n(-c4ccccc4)c(=O)c23)C1,-1.2,20,3,-5,4,1,-8,-13,-53
O=c1[nH]c2ccccc2nc1CCc1ccccc1,1.9,18,-1,-3,0,1,19,13,7

# A second format for four compounds above:
# Below each SMILES: MPTP block | NALP3 yeast inh | APJ antag | beta cell repl | APJ ag | GRIN3A LBD mod | tim23-1 inh | tim10-1 inh | TIM10 inh
- Cc1ccc2c(c1)[nH]c1c(=O)n(Cc3ccccn3)cnc12
  -1.1 | 8 | 0 | -1 | 3 | -2 | 14 | 8 | 7
- O=C(COc1cc2oc(=O)c3c(c2cc1Cl)CCCC3)NCC1CCC(C(=O)O)CC1 (stereo not given)
  0.8 | 11 | 27 | -4 | -2 | -4 | -9 | -6 | 0
- COc1ccc(/C=N/NC(=O)CN(C)C(=O)OCc2ccccc2)cc1OC
  0.4 | 10 | 20 | 0 | -4 | -1 | 1 | -5 | -11
- O=C(c1cc2ccccc2oc1=O)N(Cc1cccs1)C1CCS(=O)(=O)C1 (stereo not given)
  -1.6 | 16 | 5 | 0 | -1 | 0 | 12 | 5 | 3

# Returning to the listing with the 4 entries that preceded the break.
SMILES,MPTP block,NALP3 yeast inh,APJ antag,beta cell repl,APJ ag,GRIN3A LBD mod,tim23-1 inh,tim10-1 inh,TIM10 inh
Cc1ccc(OC(=O)C(C)c2cccc(C(=O)c3ccccc3)c2)cc1 (stereo not given),-0.2,3,-22,1,-6,3,-7,-2,-16
O=C(Cc1cc(=O)[nH]c(=O)[nH]1)NCCN1CCOCC1,-0.1,5,13,-1,-7,0,0,8,-5
CCCN1CCc2c(sc3nc(SC)n(-c4ccccc4)c(=O)c23)C1,-1.2,20,3,-5,4,1,-8,-13,-53
O=c1[nH]c2ccccc2nc1CCc1ccccc1,1.9,18,-1,-3,0,1,19,13,7
N#Cc1c(-c2ccncc2)c2c([nH]c1=O)-c1ccccc1OC2,.,13,-1,2,2,.,11,-8,-7
CCOc1ccccc1CNC(=O)C1CCN(C(=O)N2CC(C)Oc3ccc(C)cc32)CC1 (stereo not given),-1.1,1,-1,-1,-1,-1,12,4,5
COc1ccc(S(=O)(=O)N(C)c2ccc(C(=O)NCc3ccncc3)cc2)cc1,-0.4,29,8,4,2,-2,9,-1,0
COc1cc(C(=O)N/C(=C\c2cn(C)c3ccccc23)C(=O)NCCCO)cc(OC)c1OC,-0.2,13,-6,-3,-3,-1,2,4,5
COC(=O)C(C)Oc1ccc(-c2nccc(-c3ccc(F)cc3)n2)cc1 (stereo not given),-2.2,9,12,0,-3,-1,19,19,21
COC(=O)C(C(=O)OC)c1ncc(C(F)(F)F)cc1Cl,0.8,-4,7,0,-3,-2,1,7,16
CCCCCCCNC(=O)C1(CC2CC(c3ccccc3)=NO2)CCN(C(=O)c2ccccc2)CC1 (stereo not given),-1.5,16,5,-7,2,-4,27,30,21
CC(C)(C)n1nnnc1C(c1ccc(Cl)cc1)N1CCCc2ccccc21 (stereo not given),0.9,10,15,-6,1,2,45,37,28
CCOC(=O)C(NCCCCl)c1ccccc1 (stereo not given),0.6,-13,0,-2,-3,-1,12,9,11
Cc1ccc(C(=O)c2c3ccc(N)cc3nn2CCC(N)=O)cc1,-2.4,6,-110,-2,13,-5,23,-10,7
COC(=O)CSc1nc(COc2ccccc2)nc2ccccc12,0.4,42,1,1,-2,3,22,-11,-5
Cc1c(NC(=O)C2CCCN2C(=O)c2cccs2)c(=O)n(-c2ccccc2)n1C (stereo not given),-4.0,-1,5,0,-2,2,1,8,4
Cc1cc(NC(=O)C2=C(O)c3ccccc3S(=O)(=O)N2C)no1,-2.0,-1,-1,2,-4,2,9,9,7
Cc1c(Cl)cccc1NC(=O)CCN1CCC(C(N)=O)CC1,-1.0,17,14,1,0,-5,11,7,0
O=c1c2c3c(sc2nc2n1CCCCC2)C(O)CCC3 (stereo not given),1.4,5,-26,4,-4,0,17,13,-14
COc1ccc(-c2ccc(=O)n(CC(=O)Nc3nnc(C(C)C)s3)n2)cc1OC,-1.3,6,-9,-3,-3,2,-11,15,13
